PKM2 activator: PKM2 (human) enzyme activation | P14618 | Potency, µM (top dose mostly 57.5 µM), inactives show at the top dose activation, most hits filed as activators | 260,000 tested, 0.34% active | purified PKM2, Kinase-Glo ATP luminescence, activation; response scale: 0% is enzyme alone, no compound | AID 1631; note: potency is the fitted concentration of half-maximal effect; % is set by controls: 0 for no effect and ±100 for the full control effect; nearly all actives have a fitted effect of over 55% in size
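ATP formation by purified human PK-M2, quantified via coupled luciferase luminescence after 1 h at room temperature with 0.1 mM ADP and 0.5 mM PEP final.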
Giardia killer: kills Giardia lamblia. Giardia lamblia trophozoite viability. activity change, % at 7.66 µM, hits read low. 340,000 tested, 0.15% active. AID 540267; in the data active = activity change below about -80%; inconclusive = between about -30% and that limit;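 note: parasites exposed to compound for two days anaerobically before the ATP read; % is set by controls: 0 for no effect and ±100 for the full control effect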
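Killing of trophozoites was scored by loss of ATP luminescence after a 48 hrs anaerobic exposure to compounds at 37 deg C, using 100 cells per well.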
Tb PFK inh: inhibitors of T. brucei phosphofructokinase; 330,000 tested, 0.17% active; Potency, µM (highest dose often 57.5 µM), for the others: at the top dose activity, negative = inhibition, actives largely listed as inhibitors; T. brucei PFK, ADP-Glo luminescence; O15648;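 note: potency is the fitted concentration of half-maximal effect; 0% = uninhibited 1x PFK enzyme wells and -100% = no-enzyme wells; nearly all actives have a fitted effect of over 60% in size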
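ADP-Glo luminescence quantified ADP after 45 min at room temperature, with 1.25 nM T. brucei PFK, 0.1 mM ATP and 0.5 mM fructose-6-phosphate in pH 8.0 TEA buffer. qHTS titrations up to 57 µM; curves classified by quality.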
Integrin act MD: activators of alpha7 integrin expression for muscular dystrophy | alpha7betagal myoblasts, beta-gal FDG fluorescence, 48 h | Potency, µM (titrated, usually from 38.3 µM), for the others: at the top dose activation, most hits filed as activators | 350,000 tested, 0.064% active | AID 624291;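 note: potency is the fitted concentration of half-maximal effect; 100% = response of the positive control SU9516; nearly all actives have a fitted effect of over 60% in size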
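alpha7betagal+/- myoblasts (passage 13, 250/well) treated 48 h at 37C with compounds at 1:260 dilution of DMSO stock. Lysed, then beta-galactosidase activity read as FDG fluorescence (ex 480/em 540) after 30 min, with pre-read for autofluorescence.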
PTAP TSG101 blk: blocks PTAP/TSG101 interaction to inhibit HIV-1 budding; Q99816; Fluorescence polarization, FITC-PTAP peptide / Tsg101 binding; Potency, µM (highest dose often 115 µM), without a hit: at the highest dose activity change, negative = inhibition, actives largely listed as inhibitors; 340,000 tested, under 10 active; active = well fitted inhibition curve with a large enough effect in the main read-out, with a control signal flat, not every such curve was filed as active; inconclusive = small, poorly fitted or top-dose-only effect, or effect the other way, or a change in a side signal; inactive = no such curve, though single readings can be large or run the other way; note: potency is the fitted concentration of half-maximal effect; % of control where 0% means no effect
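FP read-out: FITC-PTAP peptide, 50 nM final, binding Tsg101 binding domain, 10 uM final; 20 min, r.t.; 10 mM HEPES pH 7.5, 0.15 M NaCl, 0.01% Tween 20, 3 mM EDTA, 0.1 mM TCEP.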
B2AR arrestin: agonists driving beta-arrestin recruitment to human beta2-adrenergic receptor; P07550; beta-arrestin recruitment to beta2AR, cell-based reporter; Potency, µM (top dose mostly 46.1 µM), for the others: top-dose activation, hits mostly activators; 330,000 tested, 0.02% active; AID 492947;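 note: potency is the fitted concentration of half-maximal effect; 0% = DMSO controls and full agonism = EC100 isoproterenol or metaproterenol; nearly all actives have a fitted effect of over 65% in size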
GALK inh: inhibitors of human galactokinase; P51570; Purified GALK, Kinase-Glo residual ATP luminescence; Potency, µM (top dose mostly 57.5 µM), for inactives: at the highest dose activity change, negative = inhibition, usual class: inhibitors; 270,000 tested, 0.007% active; AID 1868; note: potency is the fitted concentration of half-maximal effect; % is set by controls: 0 for no effect and ±100 for the full control effect
Target sequence (P51570 whole entry, looked up): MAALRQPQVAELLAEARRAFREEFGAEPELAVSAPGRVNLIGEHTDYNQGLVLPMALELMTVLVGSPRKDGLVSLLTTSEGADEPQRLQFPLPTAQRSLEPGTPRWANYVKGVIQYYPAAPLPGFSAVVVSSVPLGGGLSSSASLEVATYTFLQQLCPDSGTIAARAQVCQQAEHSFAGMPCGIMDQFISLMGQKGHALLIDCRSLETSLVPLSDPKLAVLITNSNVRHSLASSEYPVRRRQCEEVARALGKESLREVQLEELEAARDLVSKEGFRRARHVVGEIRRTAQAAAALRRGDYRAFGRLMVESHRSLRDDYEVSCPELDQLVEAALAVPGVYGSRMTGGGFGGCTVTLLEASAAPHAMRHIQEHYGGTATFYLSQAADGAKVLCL
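GALK at 5 nM final was combined with compound, 35 uM ATP and 100 uM galactose in HEPES pH8.0 with MgCl2 and DTT. The reaction ran one hour at room temperature before luminescent ATP detection.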
Chronic BCR inh: inhibitors of chronic active B-cell receptor signaling; ABC-DLBCL IkBa-CBG/CBR reporter, luminescence ratio, 4 h; Potency, µM (series often up to 46.1 µM), for the others: at the highest dose ratio change, negative = lower green/red ratio, most hits filed as inhibitors; 340,000 tested, 0.05% active; AID 493014; active = well fitted inhibition curve with a large enough effect in the signal ratio, with a control signal flat, not every such curve was filed as active; inconclusive = small, poorly fitted or top-dose-only effect, or effect the other way, or a change in a side signal; the % refers to the signal ratio;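 note: potency is the fitted concentration of half-maximal effect; plate controls were basal doxycycline-induced cells for no effect and cells given 10 µM MG132 for full effect; MG132 reads +100%, hits lower the ratio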
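TMD8 human ABC-DLBCL cells with doxycycline-inducible IκBα–green luciferase fusion and unfused red luciferase, in 0.5% FBS medium; compounds up to 46 uM, 4 h at 37C. Green/red luminescence ratio, filter-overlap corrected, fitted to concentration-response curves.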
S-ASM inh: inhibitors of human secretory acid sphingomyelinase. Potency, µM (highest dose often 57.5 µM), for the others: at the highest dose activity change, negative = inhibition, actives largely listed as inhibitors. placental ASM, HMU-PC fluorogenic substrate, 60 min. 340,000 tested, 0.006% active. P17405; note: potency is the fitted concentration of half-maximal effect
Target sequence (P17405 47-631 limits assumed): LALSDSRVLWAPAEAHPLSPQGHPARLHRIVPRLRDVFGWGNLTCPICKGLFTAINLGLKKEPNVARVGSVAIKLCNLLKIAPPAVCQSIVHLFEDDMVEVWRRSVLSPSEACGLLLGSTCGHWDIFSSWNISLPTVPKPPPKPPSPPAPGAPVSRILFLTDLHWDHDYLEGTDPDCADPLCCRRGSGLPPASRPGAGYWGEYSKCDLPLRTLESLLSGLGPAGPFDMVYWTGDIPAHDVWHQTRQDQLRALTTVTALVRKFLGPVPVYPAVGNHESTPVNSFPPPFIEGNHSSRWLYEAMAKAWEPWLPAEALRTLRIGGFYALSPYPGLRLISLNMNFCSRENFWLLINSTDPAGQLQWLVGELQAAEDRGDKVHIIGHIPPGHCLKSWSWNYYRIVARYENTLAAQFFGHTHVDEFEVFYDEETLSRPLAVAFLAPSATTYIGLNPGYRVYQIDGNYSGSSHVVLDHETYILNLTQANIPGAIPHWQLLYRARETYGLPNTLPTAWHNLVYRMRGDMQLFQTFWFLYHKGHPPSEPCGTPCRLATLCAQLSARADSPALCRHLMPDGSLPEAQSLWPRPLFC
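Human placenta-derived ASM enzyme was preincubated with compound for 10 minutes at room temperature, then given fluorogenic substrate HMU-PC0 (9 uM final) for 60 minutes at 37 °C; a pH 10 stop preceded fluorescence reading at Ex 386/Em 447 nm.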
Coupling enz: counter-screen for Giardia aldolase inhibitors: coupling enzyme system; coupling enzyme system counterscreen, AmpLite Red fluorescence; activity change, negative = inhibition, % at 58.2 µM, hits read low; 290,000 tested, 0.67% active; in the data active = activity change below about -30%; note: % is set by controls: 0 for no effect and ±100 for the full control effect
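Counterscreen of the coupled detection system alone, without aldolase: glyceraldehyde-3-phosphate coupling enzymes plus AmpLite Red readout. Compounds at 57.5 uM final, 10 min RT preincubation, 20 min RT reaction, fluorescence 525/598 nm.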
Menin-MLL TR inh: menin-MLL binding inhibition, Texas Red mutant peptide. Potency, µM (series often up to 61.6 µM), without a hit: at the highest dose FP activity change, negative = inhibition, actives largely listed as inhibitors. Menin + Texas Red MLL mutant peptide, fluorescence polarization. O00255. AID 1768. 270,000 tested, 0.23% active; active = well fitted inhibition curve with a large enough effect in the polarisation, with a control signal flat, not every such curve was filed as active; inconclusive = small, poorly fitted or top-dose-only effect, or effect the other way, or a change in a side signal; inactive = no such curve, though single readings can be large or run the other way; the % refers to the polarisation; note: potency is the fitted concentration of half-maximal effect; % of control where 0% means no effect; many of its hits are not listed in these tables
* = called active by the depositor; u = inconclusive; x = no result given; & = joins results of further samples; [ ] = dose if it differs, or a comment. Unless noted, calls come from the whole dose curve; as a rule, active = well fitted curve in the direction sought with a large enough effect; inconclusive = small, poorly fitted or top-dose-only effect, or another doubt; inactive = no such curve, though single readings can be large; an effect the other way counts as inactive or inconclusive. The list is partial (hit frequency here may not be typical).

SMILES | PKM2 activator | Giardia killer | Tb PFK inh | Integrin act MD | PTAP TSG101 blk | B2AR arrestin | GALK inh | Chronic BCR inh | S-ASM inh | Coupling enz | Menin-MLL TR inh
CCOC(=O)CN1CCS(=O)(=O)CC1 | -3% | -4 | 5% | 27% | -2% | 0.4% | 0% | 4% | 0% | 4 | -2%
CCn1cc(C(=O)N[C@H](C(=O)NCCN2CCOCC2)C(C)C)c(=O)c2cc3c(cc21)OCO3 | x | 22 | -2% | -19% | -12% | 0.3% | 1% | 1% | 8% | 0 | -2%
O=C(Nc1ccccc1)N(Cc1ccccc1)CC(O)C(F)(F)F (stereo not given) | 0% | -4 | 2% | 11% | -5% | -0.1% | -2% | -5% | 0% | 4 | -9%
CC(CCc1ccccc1)NC(=O)C1CCN(S(=O)(=O)c2ccc(F)cc2)CC1 (stereo not given) | x | -24 | -2% | 24% | -6% | -1.1% | 1% | 7% | -1% | x | x
COC(=O)c1scc(C)c1N/N=C(\C)c1cc(F)c(Cl)cc1F | -1% | 3 | 3% | -8% | -10% | -0.7% | 2% | 16% | 4% | 1 | 2%
COc1ccc(-c2ccc(SC)nn2)cc1 | -67% | u | u | 45% | -8% | -0.1% | 17% | u | -1% | -6 | 3%
Cc1ccc(S(=O)(=O)CCC(=O)NC2CCCCC2)cc1 | x | u | -1% | -60%[inhibitor] | -1% | -0.3% | x | -1% | 3% | x | x
O=C(NCCCN1CCOCC1)c1cccnc1 | -7% | 7 | 0% | 30% | -1% | -0.2% | 2% | 4% | 5% | 0 | 0%
C/C(N)=C(/C#N)C(=O)CSc1nc2ccccc2c(=O)n1CCCO | -5% | 8 | -1% | -15% | -2% | -2.4% | -2% | u | 1% | 1 | -3%
COc1ccc(C(C)=O)cc1CSc1nnc(Nc2ccc(C)cc2C)s1 | 11% | 20 | 7% | 17% | 0% | 0.3% | -2% | -19% | -2% | 2 | -11%
Cc1cc(C)nc(NS(=O)(=O)c2ccc(NC(=O)Cc3ccc(F)cc3)cc2)n1 | 3%[11.5 µM] | -18 | -11% | -14% | -7% | 0.2% | -3% | 1% | 3% | 4 | 13%
COC(=O)c1cc(C#N)c(N2CCOCC2)nc1C | 0% | -23 | 1% | -5% | -5% | -1.0% | 1% | 5% | 2% | 2 | -2%
O=C(CCCSc1nc2ccccc2[nH]1)NC1=NCCS1 | 0% | -9 | 0% | 21% | -6% | -0.8% | 2% | 3% | 5% | 1 | 7%
C/C(=N\NC(=S)Nc1ccccc1C)c1ccc(O)cc1 | 1% | 4 | 3% | 2% | 1% | u | -1% | u | -1% | 1 | u
O=S(=O)(c1ccc(Cl)cc1)c1cnc(-c2cccnc2)nc1-c1ccccc1 | -6% | -3 | -2% | 13% | -7% | -0.4% | -5% | 10% | -2% | -1 | 7%
Cc1cccc2cc(COC(=O)c3ccccc3)c(=O)[nH]c12 | -1% | 7 | 1% | 11% | 0% | 0.2% | 4% | u | -1% | 2 | -12%
CCCCCc1c(C)nc(N2CCOCC2)[nH]c1=O | -1% | 3 | -4% | 0% | -6% | -0.2% | 0% | -6% | -2% | 5 | 5%
Cc1cc(C)c2nc(SCC(=O)NCCC3=CCCCC3)cc(C)c2c1 | 6% | 6 | 5% | 9% | -2% | -0.3% | -2% | 1% | -2% | 2 | 8%
CC(=O)N(O)CCCCCNC(=O)CCC(=O)N(O)CCCCCNC(=O)CCC(=O)N(O)CCCCCN | -1% | 29&2 | -1% | -26% | 0%&0% | -0.7% | x | -5% | 2%&-3% | 0&1&-1 | -3%
Cc1ccc(C(=O)N2CCCC(Nc3ccc(F)c(F)c3)C2)cn1 (stereo not given) | x | -15 | 1% | -34% | -2% | 0.2% | 4% | -10% | 5% | x | x
CC(Sc1nc2ccccc2c(=O)n1Cc1ccco1)C(=O)c1ccccc1 (stereo not given) | 5% | -3 | 4% | -3% | -1% | -0.9% | 0% | -2% | -5% | 12 | 7%
CCN(C(=O)COC(=O)/C=C/c1c(C)nn(Cc2ccc(C)cc2)c1C)C1CCS(=O)(=O)C1 (stereo not given) | 1% | 18 | -2% | 7% | 0% | -0.1% | -3% | -2% | 3% | 0 | -18%
CCN(CC)C(=O)CSc1nnc(-c2cc(OC)cc(OC)c2)o1 | 0% | 11 | 0% | 15% | -18% | -0.3% | 1% | -16% | -11% | -1 | -11%
CC(=O)CC1(O)C(=O)N(CN2CCN(c3ccccc3)CC2)c2ccccc21 (stereo not given) | -8% | -2 | -5% | -7% | -9% | -0.7% | 1% | 0% | 2% | -3 | -4%
COCCCNC(=O)/C=C1\Sc2ccccc2N(Cc2ccccc2F)C1=O | -2% | 0 | -1% | 6% | -1% | 0.3% | 0% | u | 24% | -1 | -14%
Cc1ccc(NC(=O)C(C)NS(=O)(=O)c2ccc(F)cc2)cc1C (stereo not given) | -5% | u | 1% | -15% | -1% | 0.2% | -1% | -3% | 3% | -2 | -9%
COc1cccc(C2=NNC(=NCc3ccccc3)SC2)c1 | -2% | -20 | 1% | -5% | -2% | -1.0% | 12% | u | -4% | -2 | 12%
COc1cccc(-c2nc(NCC3CCCO3)c3ccccc3n2)c1O (stereo not given) | 0% | 0 | 3% | 0% | -2% | 3.3% | 0% | 12% | -15% | -1 | u
Fc1ccccc1-c1ccc(/C=N/Nc2nc3ccccc3[nH]2)o1 | -23% | -28 | 0% | -35% | 0% | 0.2% | -1% | 23µM* | 88%[activator] | -1 | u
N#C/C(=C/c1ccc([N+](=O)[O-])cc1)C(=O)Nc1ccccc1O | 2% | -8 | 0% | 9% | -1% | -1.0% | -8% | u | x | 0 | 10%
COC(=O)C1=C(C)N2C(=O)CSC2=NC1c1ccc2c(c1)OCO2 (stereo not given) | 21% | 25 | -8% | 19% | -2% | -0.4% | 6% | -6% | -7% | 8 | -1%
O=C(Nc1ccccc1NC(=O)c1c(F)cccc1F)c1c(F)cccc1F | x | 2 | 0% | 0% | -4% | 0.4% | x | -3% | -3% | 2 | -2%
NC(=O)C1CCN(C(=O)c2cccc(S(=O)(=O)N3CCCC3)c2)CC1 | x | -27 | 3% | 11% | -4% | -0.3% | x | 0% | 1% | x | x
Cc1nc(-c2cc(C#N)c(Sc3ccc(Cl)cc3Cl)nc2C)cs1 | -12% | 4 | -9% | 1% | -3% | -0.9% | 2% | u | -3% | 0 | x
COC(=O)C1=C(C)NC(C)=C(C(=O)OC)C1/C=C/c1ccccc1 | 10% | 1 | 6% | 22% | -8% | 0.2% | 1% | u | 56%[activator] | 4 | -1%
COc1ccc(CCNC(=O)COc2ccc(S(=O)(=O)NC(C)C)cc2Cl)cc1OC | 1% | 2 | 3% | 4%[7.66 µM] | -3% | -0.1% | -2% | 1% | -5% | 1 | 3%
Cc1ccc2[nH]c(=O)c(COC(=O)C3CCCO3)cc2c1 (stereo not given) | -1% | 4 | 2% | -1% | -6% | -0.8% | 2% | 2% | 1% | 1 | 0%
Cc1ccc(NC(=O)Cn2c([N+](=O)[O-])cnc2C)cc1 | -9% | -1 | -1% | -9% | -7% | -0.1% | 3% | 12% | -1% | 5 | -18%
O=C(NCCN1CCOCC1)c1c(O)nc2ccccn2c1=O | x | 1 | 1% | 28% | 3% | -0.2% | 4% | u | 0% | -1 | 16%
COc1cc(C)nc(Oc2ccc(OCc3ccccc3)nn2)n1 | 9% | 6 | 6% | -12% | -9% | 0.4% | -1% | -9% | 3% | -1 | -1%
Nc1nc(-c2ccc(Cl)cc2)c(S(=O)(=O)c2ccccc2)s1 | 9% | -1 | -2% | u | 1% | -0.5% | -3% | u | -2% | 1 | u
COc1ccc(S(=O)(=O)N2CCN(C(=O)c3cc(-c4ccc(Br)cc4)n[nH]3)CC2)cc1OC | x | -1 | -2% | -37% | -3% | -0.1% | -3% | 8% | -17% | -4 | 21%
Cc1nc(NC(=O)CN2CCN(c3cccc(Cl)c3)CC2)sc1C(=O)N(C)C | -2% | 36[activator] | -21% | 13% | -3% | -0.4% | 6% | -1% | -7% | 2 | -3%
COCCNC(=S)N1CCC(C(=O)c2ccc3c(c2)OCCO3)CC1 | 6% | -6 | -2% | -2% | -2% | -1.0% | 1% | 0% | 2% | 3 | 11%
COc1ccc(Br)cc1C1NC(=O)NC(C)=C1C(=O)N(C)C (stereo not given) | 1% | -20 | 1% | 18% | -9% | -0.2% | 0% | 14% | 4% | 0 | -4%

Screens: PubChem, National Center for Advancing Translational Sciences (NCATS)
